hcGAS lum: inhibitors of human cGAS. AID 1259398. 290,000 tested, 0.081% active. recombinant h-cGAS, ATP depletion, Kinase-Glo luminescence. inhibition, % at 12.5 µM. Q8N884;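 note: 0% = vehicle reaction and 100% = reaction without DNA for no activity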
Target sequence (Q8N884 whole entry, looked up): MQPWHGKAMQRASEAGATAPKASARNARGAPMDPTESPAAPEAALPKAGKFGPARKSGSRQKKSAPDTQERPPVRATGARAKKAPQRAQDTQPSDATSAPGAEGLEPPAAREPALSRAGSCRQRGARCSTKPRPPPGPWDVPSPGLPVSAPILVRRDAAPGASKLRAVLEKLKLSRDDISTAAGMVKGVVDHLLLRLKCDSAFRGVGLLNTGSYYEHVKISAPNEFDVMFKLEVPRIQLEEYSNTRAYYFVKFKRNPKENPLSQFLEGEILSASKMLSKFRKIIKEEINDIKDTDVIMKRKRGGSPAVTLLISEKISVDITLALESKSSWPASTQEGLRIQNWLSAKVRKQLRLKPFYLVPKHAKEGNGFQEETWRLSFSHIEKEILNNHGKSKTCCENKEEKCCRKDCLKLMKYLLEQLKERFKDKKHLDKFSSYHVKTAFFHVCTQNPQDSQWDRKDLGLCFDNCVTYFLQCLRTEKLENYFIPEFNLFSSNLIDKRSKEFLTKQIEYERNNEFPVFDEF
NPYLR7 agonist: activates Aedes aegypti NPYLR7 receptor; HEK293T NPYLR7/Galpha15, GCaMP6s calcium fluorescence; activation, % at 10 µM; 270,000 tested, 0.15% active; in the data active = activation above about 40%;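 note: 0% = vehicle and 100% = reference agonist at the receptor; some compounds past the cut are filed as inactive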
mcGAS lum: inhibitors of mouse cGAS. 160,000 tested, 0.15% active. inhibition, % at 12.5 µM. recombinant cGAS, Kinase-Glo ATP depletion luminescence. Q8C6L5;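 note: 0% = negative control wells and 100% = reference inhibitor with no enzyme activity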
The depositor's hits bear a star; nt = no result given; & = joins results of further samples. Cut-off read from the data, not from the text of the source, unless noted: active = inhibition above about 40%; inactive = the rest.

SMILES	hcGAS lum	NPYLR7 agonist	mcGAS lum
C=CCNCC(=O)N(CCc1ccc(OC)c(OC)c1)Cc1ccco1	-1	6	nt
Cc1ccc(Cc2nc(CSc3cccs3)cs2)cc1	2	5	2
COc1ccc(OC)c(Cc2nnc(CCC(=O)NC3CCCCCCC3)o2)c1	-5	2	nt
CCN(CC)CCn1c2c(c(SCC(=O)Nc3ccccc3OC)nc1=O)CCC2	4	-3	-9
Cc1cc(I)ccc1-n1[nH]c(C(F)(F)F)cc1=O	-3	0	nt
Cn1cc(CN2CCCC2C(=O)Nc2ccc(-c3nc4ccccc4[nH]3)cc2)cn1 (stereo not given)	-6	8	nt
CCOc1ccc(-c2ccc(=O)n(CC(=O)Nc3cc(C)ccc3C)n2)cc1	-8	10	nt
CNCC(O)c1ccc(OC(=O)C(C)(C)C)c(OC(=O)C(C)(C)C)c1 (stereo not given)	2	-4	nt
CC(=O)C(Sc1nc(C)nc2sc(C)c(C)c12)C(=O)N(C)C (stereo not given)	-1	-2	nt
COc1ccc(-n2c(CCC(=O)NCc3cc(F)ccc3F)ccc2-c2ccc(Cl)cc2)cc1	-8	0	-9
Cc1onc(-c2c(Cl)cccc2Cl)c1C(=O)N1CCN(c2nc3nccc(-c4ccc(C5CCCCC5)cc4)n3n2)CC1	-6	6	-7
CSc1ncc(CNCC(C)(C)C)c(N2CCN(c3ccccc3F)CC2)n1	-3	6	-6
O=C(NCC(F)(F)F)c1ccc(NC(=O)c2ccc[nH]c2=O)cc1	-3	2	-4
Cc1ccc(C)c(C2CC(c3ccccc3Cl)=NN2C(=O)CN2CCCC2)c1 (stereo not given)	-7	-2	-7
CSc1ncc(CNCCc2ccccc2Cl)c(N2CCN(c3ccc(F)cc3)CC2)n1	-5	24	-3
Cc1ccc(S(=O)(=O)Nc2cc(-c3ccco3)nn2C2CCS(=O)(=O)C2)cc1C (stereo not given)	-4	0	-5
COc1ccccc1N1CCN(c2ccc(NC(=O)Nc3cccc(F)c3)cc2C(=O)NC(C)c2ccccc2)CC1 (stereo not given)	-5	1	-5
O=[N+]([O-])c1cc(S(=O)(=O)C(F)(F)F)ccc1Nc1ccc(Cl)cn1	1	-4	nt
Cc1nc(-c2cccc(F)c2)sc1CCNS(=O)(=O)c1cccs1	-3	7	-6
Cc1ccc(OCCNC(=O)CCc2ccccc2F)cc1	11	4	nt
Cc1cccc2c(C(=O)N(Cc3nccn3C)C(C)C)cc(-c3cnn(C)c3)nc12	-5	5	-11
COCCN[C@H]1[C@H](O)C[C@@H]2C[C@H](c3ccccc3)OC[C@]21O	2	3	-5
Cc1cc2cc(C(=O)NC(C)c3cnn(-c4ccccn4)c3C)ccc2o1 (stereo not given)	-5	7	nt
Cc1cccc(N=C2NN=C(c3ccco3)CS2)c1	-1	8	nt
CCCN(CCOC)C(=O)CCc1ccc(-c2ccc(C)cc2C)n1-c1ccc(CC#N)cc1	3	-1	-6
(listing goes on)
SMILES	hcGAS lum	NPYLR7 agonist	mcGAS lum
CCN(C)Cc1cccc(CNC(=O)CNc2ccc(Br)cc2)c1	5	3	nt
CCCCCOc1ccc(C(=O)NCCCN(C)c2ccccc2)cc1OCCCCC	0	-5	0
Cc1nc2ccccc2n1CCc1n[nH]c(CCc2ccccc2)n1	-7	nt	-11
CN(C(=O)C1Cc2c(-c3ccc(Cl)cc3)ccnc2O1)c1ccccc1 (stereo not given)	-2	14	-7
CCN(CC)c1onc(-c2ccccc2)c1CN(CCCOC)C(=O)c1cccc(C)c1	-8	3	-4
COc1ccc(-c2cc(N)n(-c3ccc(C(=O)Nc4cccc(-c5ccnc(C)n5)c4)cc3)n2)cc1	-6	-7	-3
Cc1cc(C(=O)N(CC2CCN(C3Cc4ccccc4C3)CC2)CC2CCCO2)no1 (stereo not given)	-8	12	-11
COC1CCN(C(=O)c2cccs2)CC(=O)N(C)c2ccccc21 (stereo not given)	-1	2	-4
CCC(C(=O)N(Cc1cc(NC(=O)C2CCCC2)ccc1N(C)C)C1CC1)c1ccccc1 (stereo not given)	6	-12	-1
O=C(c1nc2sccn2c1CNCCc1ccncc1)N1CCCCCCC1	-7	5	nt
CC(C)c1cc(NC2CC(=O)N(CC(C)(C)C)C2)nc(C(F)(F)F)n1 (stereo not given)	-6	10	nt
COCCNC(=O)Cn1nc(C2CC2)c2cnn(-c3ccc(F)cc3)c2c1=O	-5	5	nt
Cc1cc(CN(C)C(=O)CC(c2cccc(O)c2)c2ccccc2Cl)n[nH]1 (stereo not given)	-13	7	nt
CN(Cc1ncn[nH]1)C(=O)c1csc(-c2ccccc2)n1	2	2	nt
N#Cc1cccc(NC(=O)c2ccc(Cl)cc2NC(=O)c2cccs2)c1	-1	1	-15
Cc1cc(CN(C)C(=O)[C@@]23CNC[C@@H]2CN(S(C)(=O)=O)C3)n[nH]1	-9	1	nt
C=CCn1c(N)c(-c2nc3ccccc3n2C)sc1=S	-8	12	nt
CC(C)(C)NC(=O)N1CCN(CCN2C(=O)CSC2c2ccc(Cl)c(Cl)c2)CC1 (stereo not given)	-4	14	-7
O=C(C[n+]1cc(=O)o[nH]1)N1CCCC(N2CCN(c3cccc(C(F)(F)F)c3)CC2)C1 (stereo not given)	-12	2	nt
N#Cc1ccc(NCc2cccnc2N2CCOCC2)nc1	-16	7	nt
CC(C)c1ccc(-c2noc(CCC(=O)N3CCCN(S(C)(=O)=O)CC3)n2)cc1	1	-6	nt
CCCCc1ccc(C(=O)N(CCOC)CC(=O)N(Cc2cccn2Cc2ccccc2)C2CCCCC2)cc1	-1	8	-4
O=c1n(CC2CCCO2)nc(CC2CCNCC2)n1-c1ccccc1 (stereo not given)	-9	-1	-14
CCOC(=O)CSc1nc2c(c(=O)n1-c1ccc(C)cc1)SCC2	1	-2	nt
CCOC(=O)c1cnc(C)nc1NCc1c(C)nn(C)c1C	-4	3	-4
Next results follow.
SMILES	hcGAS lum	NPYLR7 agonist	mcGAS lum
COC(=O)c1cc(-c2ccccc2F)on1	-10	-6	nt
O=C(Nc1ccc(F)c(F)c1)N1CCc2nc(-c3ccccc3)nc(N3CCOCC3)c2C1	-3	-1	-5
N#Cc1c(Cl)nsc1NCCc1c[nH]c2ccccc12	-3	9	-14
CCOC(=O)c1ccc2c(c1)nc(SCc1cccc3cccnc13)n2Cc1ccco1	-8	4	-7
O=C(O)c1cncc(-c2cccc3c2CCNC3)c1	-5	14	nt
Cc1ccn2c(NC(C)(C)C)c(-c3ccccc3Cl)nc2c1	-3	0	-5
O=C(Nc1ccc2c(c1)OCO2)N1C[C@@H](CO)[C@@H]2Oc3c(F)cccc3[C@@H]21	2	5	-4
Clc1cnc(N2CCN(Cc3cccc4[nH]ccc34)CC2)nc1	0	-3	3
Cc1ccc(C)c(C2c3cccn3CCCN2Cc2cc(Cl)ccc2O)c1 (stereo not given)	2	22	0
CC(=O)OC(C(=O)N(Cc1nc2cc(C)ccc2o1)C(C)C)c1ccccc1 (stereo not given)	-5	0	-7
Cc1cc(NCc2ccco2)c2nncn2n1	-5	0	nt
CC(=O)c1ccc(N=Nc2c(-c3ccc([N+](=O)[O-])cc3)[nH]n(-c3nc(-c4ccccc4)cs3)c2=O)cc1	-1	-3	-6
CC(=O)N1CCC(N(C)Cc2cccc(-n3nc(C)cc3C)c2)CC1	-8	10	-17
CCn1nc(C)cc1C(=O)N1CCCC(CCC(=O)Nc2ccc(C(F)(F)F)cc2)C1 (stereo not given)	-6	13	-11
CN(C)c1ccc(SC#N)cc1	-3	4	-6
Cc1c(C)n2c3c(=O)n(Cc4c(F)cccc4Cl)c(=O)n(C)c3nc2n1Cc1ccco1	-6	-5	-8
C#CCn1c(=NC(=O)c2ccn(C)n2)sc2ccccc21	6	5	1
COc1ccc2cc(C(C)C(=O)N3CCC(C(N)=O)CC3)ccc2c1 (stereo not given)	-11	8	-8
Oc1ccccc1/C=N\Nc1nc(N2CCCC2)nc(N2CCOCC2)n1	-9	5	-7
CC(=O)c1ccc(NC(=O)N2CCC(n3cc(-c4ccsc4)nn3)CC2)cc1	1	-3	nt
Cn1c(SCC(=O)N/N=C\c2ccc(O)c(O)c2)nc2ccccc21	-3	-9	-3
Nc1ccc(S(=O)(=O)Nc2cnc3ccccc3n2)cc1	9&7&-4	-4&-13&-6	-5
CCC(CC)(NS(=O)(=O)c1c(C)nn(C)c1Cl)c1ccc(Cl)cc1	-7	-5	-15
O=C(CC(c1ccc(Cl)c(C(F)(F)F)c1)c1c[nH]c2ccccc12)NCc1cccnc1 (stereo not given)	-4	1	-4
O=C(CSCc1ccc(F)cc1Br)NCc1ccc(F)cc1	5	0	nt
Remaining list, next part.
SMILES	hcGAS lum	NPYLR7 agonist	mcGAS lum
CCCCN(CC(=O)N(CCc1ccccc1)Cc1ccc(C)o1)Cc1ccc(Cl)cc1Cl	3	0	-1
COC(=O)c1csc(CN(C(=O)c2ccc(-c3ccccc3)cc2)C2CCCCC2)n1	-8	-8	-6
CCc1ccc(S(=O)(=O)N2CCN(c3nc(C)cc(Nc4ccc(C)cc4)n3)CC2)cc1	-12	10	nt
CC(C#N)Sc1ccc(S(=O)(=O)N2CCCC2)cn1 (stereo not given)	-2	18	-7
COCCOC1CCCN(C(=O)c2ccc(Cl)cc2)C1 (stereo not given)	-3	-2	nt
Cn1cc(CN(CCO)Cc2cccs2)c(-c2cccc(Cl)c2)n1	0&3	-4&-4	-3&-2
CCC(C)(C)c1ccc(S(=O)(=O)N2CCN(c3cc(S(=O)(=O)N4CCOCC4)ccc3OC)CC2)cc1	-5	18	-6
Cn1c(/C(C#N)=C/c2ccc(N3CCOCC3)o2)nc2ccccc21	-18	126*	nt
NC(=O)[C@H](Cc1ccccc1)NC(=O)c1cccc(N)c1Nc1ccccc1	-4	-1	-5
Cc1nonc1CNC1CCN(c2ccc(C(=O)NC(C)c3ccccc3)cc2)CC1 (stereo not given)	-7	5	-13
O=C1CSC(c2cccs2)N1c1ccc(Cl)cc1 (stereo not given)	-4	-8	-2
Cc1cc(C)c(S(=O)(=O)N2CCC(C(=O)N(C)Cc3ccc(C)o3)CC2)c(C)c1	-5	3	-9
CN(C)CCN(Cc1cccs1)c1ccccn1	-3&-5&-5&-3	-10&-4&1	-5
Cc1ccc(-c2nc3n(c2CNC(=O)C(C)C)CCS3)cc1	-5	20	nt
CCC(C)n1c(C)cn2c3c(=O)n(CC(=O)OCc4ccccc4)c(=O)n(C)c3nc12 (stereo not given)	-4	0	nt
Cc1noc(C(C)NC(=O)/C=C/c2ccc(-c3ccccc3)s2)n1 (stereo not given)	-5	5	nt
CCCC(O)CN(Cc1cccn1Cc1ccccc1F)C1CCCCC1 (stereo not given)	-4	7	-6
COCCN=c1scc(-c2cc(OC)c(OC)c(OC)c2)n1N=C1CCc2ccccc21	-4	7	-4
COc1cc2c(cc1OC)C(CNS(=O)(=O)c1ccc(C)cc1)N(C(=O)NC(C)(C)C)CC2 (stereo not given)	-6	-5	-7
Cc1cc(Oc2cccc(C)c2C)nc(SCc2ccccc2C#N)n1	-1	4	1
CCc1nnc(CNC(=O)COCC(F)(F)C(F)F)s1	-10	nt	-5
COc1cccc(-n2c(-c3nccc4ccccc34)n[nH]c2=S)c1	-11	-6	-4
O=C1NC(c2ccc(Br)cc2)=N/C1=C/c1ccccc1	-1	-4	nt
O=S1(=O)C[C@@H]2NCCN(S(=O)(=O)NCc3ccccc3)[C@@H]2C1	-2	0	nt
COc1cccc(C(=O)N2CCCN(c3nc(Cc4ccccc4)nc4onc(-c5ccccc5)c34)CC2)c1	-5	19	-5
CCOC(=O)N1CCN(S(=O)(=O)c2c(C)nc3scc(C)n3c2=O)CC1	-7	5	nt
Cc1ccc(OCC2CN(C(=O)Cc3c(F)cccc3F)CCO2)cc1 (stereo not given)	-5	5	-3
